Assay outcomes (PubChem BioAssay)
All columns: NCI-60 one-dose screen, growth in % after 48 h at 10 µM unless noted; 100 = growth as untreated, 0 = no growth, -100 = all killed.
NCI-H23: NCI-H23 lung cancer. hit rate 4% among 80,000
NCI-H522: NCI-H522 lung cancer; hit rate 8% among 78,000
NCI-H322M: NCI-H322M lung cancer. hit rate 2.7% among 80,000
NCI/ADR-RES: NCI/ADR-RES ovarian cells; AID 1794790; hit rate 4.4% among 81,000
COLO 205: COLO 205 colon cancer. AID 1794742. hit rate 7.3% among 79,000
NCI-H226: NCI-H226 lung cancer; AID 1794732; hit rate 3.5% among 79,000
IGROV1: IGROV1 ovarian cancer; hit rate 4.7% among 79,000
NCI-H460: NCI-H460 lung cancer; hit rate 6.8% among 82,000
KM12: KM12 colon cancer cells; hit rate 5% among 82,000; AID 1794800
* marks the source's active call; other numbers are inactive results. How the source made its calls: active means growth percent below 10; inactive means the rest. Outcome played no part in choosing rows, and some 12% of all compounds hit somewhere here.

For COc1ccc(-c2[nH]ncc2-c2ccncc2)cc1Cl the results were NCI-H23 106, NCI-H522 81, NCI-H322M 107, NCI/ADR-RES 96, COLO 205 80, NCI-H226 76, IGROV1 101, NCI-H460 94 and KM12 95.
CC(=O)C(CCC(=O)O)(CCC(=O)O)c1ccccc1 was read as NCI-H23 109, NCI-H522 94, NCI-H322M 108, NCI/ADR-RES 104, COLO 205 103, NCI-H226 91, IGROV1 107, NCI-H460 109 and KM12 101.
`CC(=O)Nc1cc2c3ccccc3ccc2c2ccccc12` gave NCI-H23 107, NCI-H522 114, NCI-H322M 115, NCI/ADR-RES 107, COLO 205 102, NCI-H226 98, IGROV1 109, NCI-H460 102 and KM12 102.
`CCOC(=O)c1c(-c2ccc(Cl)cc2Cl)c(C#N)c(=O)n(Cc2nc3ccccc3[nH]2)c1N` gave NCI-H23 92, NCI-H522 86, NCI-H322M 95, NCI/ADR-RES 96, COLO 205 116, NCI-H226 62, IGROV1 64, NCI-H460 99 and KM12 96.
Screening COc1ccc(/C=C/C=C/C(=O)c2ccc(NC(=O)Nc3ccc([N+](=O)[O-])cc3)cc2)cc1 returned NCI-H23 21, NCI-H522 52, NCI-H322M 83, NCI/ADR-RES 66, COLO 205 97, NCI-H226 69, IGROV1 62, NCI-H460 41 and KM12 43.
COc1ccc(C2C=C(c3cc(OC)c(OC)c(OC)c3)N=C3SC=C(C)N32)c(Br)c1 (stereo not drawn) was read as NCI-H23 104, NCI-H522 68, NCI-H322M 102, NCI/ADR-RES 109, COLO 205 117, NCI-H226 103, IGROV1 107, NCI-H460 104 and KM12 102.
Screening O=C(CSC(=S)N1CCN(Cc2ccccc2)CC1)Nc1nc2ccccc2s1 returned NCI-H23 97, NCI-H322M 96, NCI/ADR-RES 93, COLO 205 104, IGROV1 88, NCI-H460 118 and KM12 105.
`CC(=O)N1N=C(c2ccc(Nc3nc(Nc4ccc(Cl)cc4)nc(Nc4ccc(Cl)cc4)n3)cc2)CC1c1ccc([N+](=O)[O-])cc1` (stereo not drawn) gave NCI-H23 57, NCI-H522 71, NCI-H322M 74, NCI/ADR-RES 53, COLO 205 64, NCI-H226 69, IGROV1 72, NCI-H460 46 and KM12 72.
For NC(=O)c1c(NC(=O)c2ccc(C(F)(F)F)cc2Cl)sc2c1CCC(=O)C2 the results were NCI-H23 -8.0*, NCI-H522 -26*, NCI-H322M 14, NCI/ADR-RES -14*, NCI-H226 -23*, IGROV1 -39*, NCI-H460 0.9* and KM12 -57*.
`Cc1oc2ncnc(Nc3ccccc3)c2c1C(=O)NCCO` gave NCI-H23 92, NCI-H522 97, NCI-H322M 108, NCI/ADR-RES 102, COLO 205 100, NCI-H226 106, NCI-H460 99 and KM12 95.
For CC(C)(C)n1cc(-c2ccnc(NCCNS(=O)(=O)c3cccc4ccccc34)c2)c(-c2cccc(F)c2)n1 the results were NCI-H23 0.6*, NCI-H522 -39*, NCI-H322M 21, NCI/ADR-RES -10.0*, COLO 205 -68*, NCI-H226 -26*, IGROV1 4.0*, NCI-H460 -27* and KM12 -14*.
C=CCOC(=O)C1=C(C)NC2=C(C(=O)CC(C)(C)C2)C1c1cccc(O)c1 (stereo not drawn) was read as NCI-H23 93, NCI-H522 87, NCI-H322M 92, NCI/ADR-RES 93, COLO 205 91, NCI-H226 96, IGROV1 95, NCI-H460 103 and KM12 101.
Cc1cccc[n+]1CCC1CCCCC1 was read as NCI-H23 92, NCI-H522 63, NCI-H322M 101, NCI/ADR-RES 104, COLO 205 81, NCI-H226 96, IGROV1 84 and NCI-H460 100.
For O=C(/C=C/c1ccccc1Cl)c1ccc(O)c(CN2CCN(c3cc4c(cc3F)c(=O)c(C(=O)O)cn4C3CC3)CC2)c1 the results were NCI-H23 57, NCI-H522 69, NCI-H322M 74, NCI/ADR-RES 76, COLO 205 107, NCI-H226 82, IGROV1 64, NCI-H460 75 and KM12 93.
N#Cc1c(N)nc(Cl)c(C#N)c1C(=O)c1ccccc1 was read as NCI-H23 67, NCI-H522 39, NCI-H322M 96, NCI/ADR-RES 81, COLO 205 62, NCI-H226 88, IGROV1 32, NCI-H460 62 and KM12 28.
`Cc1ccc2oc(=O)cc(/C(=C3/C=CC=N3)c3ccc[nH]3)c2c1` gave NCI-H23 9.5*, NCI-H522 -33*, NCI-H322M 25, NCI/ADR-RES 0.0*, COLO 205 -54*, NCI-H226 -7.1*, IGROV1 17, NCI-H460 -2.3* and KM12 -18*.
`NS(=O)(=O)c1ccc(Nc2ccnc(SCC(=O)c3ccc(C(F)(F)F)cc3)n2)cc1` gave NCI-H23 88, NCI-H522 78, NCI-H322M 109, NCI/ADR-RES 102, COLO 205 107, NCI-H226 82, IGROV1 99, NCI-H460 108 and KM12 107.
Screening CC(C)OC(=O)C#N returned NCI-H23 103, NCI-H522 106, NCI-H322M 105, NCI/ADR-RES 105, COLO 205 97, NCI-H226 96, IGROV1 105, NCI-H460 98 and KM12 99.
Screening NS(=O)(=O)c1ccc(NC(=O)N2CCN(C(=O)COc3ccc(Cl)cc3)CC2)cc1 returned NCI-H23 97, NCI-H522 99, NCI-H322M 108, NCI/ADR-RES 105, COLO 205 102, NCI-H226 93, IGROV1 112, NCI-H460 101 and KM12 99.
Screening CCn1c(SCC(=O)Nc2cccc(C(=O)/C=C/c3ccc(OC)cc3)c2)nc2ccccc2c1=O returned NCI-H23 86, NCI-H522 89, NCI-H322M 90, NCI/ADR-RES 89, COLO 205 120, NCI-H226 82, IGROV1 85, NCI-H460 95 and KM12 90.
For CC(=O)NNC(=S)OC1CCCCC1 the results were NCI-H23 99, NCI-H522 88, NCI-H322M 94, NCI/ADR-RES 100, COLO 205 103, NCI-H226 100, IGROV1 96, NCI-H460 93 and KM12 94.
For CC1CN(C2=NC(=O)/C(=C\c3ccc(N(C)C)cc3)S2)CC(C)O1 (stereo not drawn) the results were NCI-H23 99, NCI-H522 91, NCI-H322M 92, NCI/ADR-RES 91, COLO 205 113, NCI-H226 103, IGROV1 81, NCI-H460 101 and KM12 100.
For CC/C(=C(/c1ccc(O)cc1)c1ccc(OCCN2CCCCC2)cc1)c1ccc(OC)cc1 the results were NCI-H23 79, NCI-H522 75, NCI-H322M 90, NCI/ADR-RES 78, COLO 205 -29*, NCI-H226 103, IGROV1 85, NCI-H460 57 and KM12 52.
`Cc1ccc(N2CC(c3nc4ccccc4o3)CC2=O)cc1` (stereo not drawn) gave NCI-H23 101, NCI-H322M 101, NCI/ADR-RES 104, COLO 205 110, NCI-H226 97, IGROV1 104, NCI-H460 102 and KM12 108.
`CCC1(c2ccccc2)Oc2ccccc2-n2c(C#N)c3ccccc3c2C1=O` (stereo not drawn) gave NCI-H23 97, NCI-H522 77, NCI-H322M 90, NCI/ADR-RES 96, COLO 205 106, NCI-H226 110, IGROV1 94, NCI-H460 105 and KM12 102.
For OCC1OC(n2cnc3ncccc32)C(O)C1O (stereo not drawn) the results were NCI-H23 94, NCI/ADR-RES 77, COLO 205 106, NCI-H226 95, IGROV1 119, NCI-H460 101 and KM12 100.
`O=c1cc(-c2ccccc2)[nH]c(=S)[nH]1` gave NCI-H23 101, NCI-H522 89, NCI-H322M 98, NCI/ADR-RES 101, COLO 205 119, NCI-H226 103, IGROV1 104, NCI-H460 108 and KM12 97.
For CCN(CC)CCOC(=O)c1ccc(NC(=O)OCCCCCCCCCCOC(=O)Nc2ccc(C(=O)OCCN(CC)CC)cc2)cc1 the results were NCI-H23 81, NCI-H522 118, NCI-H322M 97, NCI/ADR-RES 86, COLO 205 108, NCI-H226 106, IGROV1 112, NCI-H460 103 and KM12 100.
For COC(=O)c1ccc2c(c1)[n+](=O)c(C(C)=O)c(C(F)(F)F)n2[O-] the results were NCI-H23 -62*, NCI-H522 -81*, NCI-H322M 66, NCI/ADR-RES -41*, COLO 205 -100*, NCI-H226 -17*, IGROV1 -78*, NCI-H460 -89* and KM12 -94*.
`CC(=O)Oc1ccc(C2(c3ccc(OC(C)=O)cc3)OC(=O)c3ccccc32)cc1` gave NCI-H23 115, NCI-H522 93, NCI-H322M 117, NCI/ADR-RES 120, COLO 205 113, NCI-H226 107, IGROV1 133, NCI-H460 95 and KM12 108.
For COc1ccc(Cn2nc(-c3cc(OC)c(OC)c(OC)c3)c3c2CCc2cnoc2-3)cc1OC the results were NCI-H23 62, NCI-H522 15, NCI-H322M 76, NCI/ADR-RES 26, COLO 205 74, NCI-H226 84, IGROV1 63, NCI-H460 55 and KM12 54.
For COC1OC(CO)C(OC)C(O)C1NC(O)COCCOC(O)CNC(=S)N=Nc1c(O)[nH]c2ccc(F)cc12 (stereo not drawn) the results were NCI-H522 102, NCI-H322M 98, NCI/ADR-RES 105, COLO 205 95, NCI-H226 103, IGROV1 99, NCI-H460 102 and KM12 102.
`CCCCCCCCCCCCCCNC1=C(Br)C(=O)c2c(C(=O)OC)c(C)nc(C)c2C1=O` gave NCI-H23 48, NCI-H522 66, NCI-H322M 63, NCI/ADR-RES 77, COLO 205 64, NCI-H226 63, IGROV1 68, NCI-H460 41 and KM12 63.
Screening COc1cc(C(=O)NCc2ccccc2OCCN(C)C)cc(OC)c1OC returned NCI-H23 100, NCI-H522 82, NCI/ADR-RES 104, COLO 205 122, NCI-H226 94, IGROV1 106, NCI-H460 105 and KM12 105.
For C[C@@H]1C(=O)O[C@H]2[C@H]1CC/C(Cn1cc(-c3cc(C(F)(F)F)cc(C(F)(F)F)c3)nn1)=C\CC[C@@]1(C)O[C@@H]21 the results were NCI-H23 86, NCI-H522 66, NCI-H322M 74, NCI/ADR-RES 76, COLO 205 80, NCI-H226 89, IGROV1 55, NCI-H460 87 and KM12 90.
Screening Cc1nc2ccc(Br)cn2c1-c1nnc(SCc2c(F)c(F)c(F)c(F)c2F)o1 returned NCI-H23 89, NCI-H522 83, NCI-H322M 95, NCI/ADR-RES 93, COLO 205 109, NCI-H226 95, IGROV1 86, NCI-H460 105 and KM12 100.
`C=COC(=O)CCCCC` gave NCI-H23 105, NCI-H522 100, NCI-H322M 100, NCI/ADR-RES 104, COLO 205 114, NCI-H226 103, IGROV1 98, NCI-H460 106 and KM12 109.
Screening CC(C)CCN(CCC(C)C)CC(O)c1ccc2ccc3ccccc3c2c1 (stereo not drawn) returned NCI-H23 64, NCI-H522 61, NCI-H322M 77, NCI/ADR-RES 69, COLO 205 54, NCI-H226 82, IGROV1 58, NCI-H460 72 and KM12 77.
O=C1CSC(c2cccc(Oc3ccccc3)c2)N1CCc1cccs1 (stereo not drawn) was read as NCI-H23 80, NCI-H522 59, NCI-H322M 84, NCI/ADR-RES 96, COLO 205 132, NCI-H226 88, IGROV1 79, NCI-H460 107 and KM12 71.

Among those listed so far, eleven contain four or more nitrogen atoms:
`CCOC(=O)c1c(-c2ccc(Cl)cc2Cl)c(C#N)c(=O)n(Cc2nc3ccccc3[nH]2)c1N` gave NCI-H23 92, NCI-H522 86, NCI-H322M 95, NCI/ADR-RES 96, COLO 205 116, NCI-H226 62, IGROV1 64, NCI-H460 99 and KM12 96.
Screening O=C(CSC(=S)N1CCN(Cc2ccccc2)CC1)Nc1nc2ccccc2s1 returned NCI-H23 97, NCI-H322M 96, NCI/ADR-RES 93, COLO 205 104, IGROV1 88, NCI-H460 118 and KM12 105.
`CC(=O)N1N=C(c2ccc(Nc3nc(Nc4ccc(Cl)cc4)nc(Nc4ccc(Cl)cc4)n3)cc2)CC1c1ccc([N+](=O)[O-])cc1` (stereo not drawn) gave NCI-H23 57, NCI-H522 71, NCI-H322M 74, NCI/ADR-RES 53, COLO 205 64, NCI-H226 69, IGROV1 72, NCI-H460 46 and KM12 72.
`Cc1oc2ncnc(Nc3ccccc3)c2c1C(=O)NCCO` gave NCI-H23 92, NCI-H522 97, NCI-H322M 108, NCI/ADR-RES 102, COLO 205 100, NCI-H226 106, NCI-H460 99 and KM12 95.
For CC(C)(C)n1cc(-c2ccnc(NCCNS(=O)(=O)c3cccc4ccccc34)c2)c(-c2cccc(F)c2)n1 the results were NCI-H23 0.6*, NCI-H522 -39*, NCI-H322M 21, NCI/ADR-RES -10.0*, COLO 205 -68*, NCI-H226 -26*, IGROV1 4.0*, NCI-H460 -27* and KM12 -14*.
N#Cc1c(N)nc(Cl)c(C#N)c1C(=O)c1ccccc1 was read as NCI-H23 67, NCI-H522 39, NCI-H322M 96, NCI/ADR-RES 81, COLO 205 62, NCI-H226 88, IGROV1 32, NCI-H460 62 and KM12 28.
`NS(=O)(=O)c1ccc(Nc2ccnc(SCC(=O)c3ccc(C(F)(F)F)cc3)n2)cc1` gave NCI-H23 88, NCI-H522 78, NCI-H322M 109, NCI/ADR-RES 102, COLO 205 107, NCI-H226 82, IGROV1 99, NCI-H460 108 and KM12 107.
Screening NS(=O)(=O)c1ccc(NC(=O)N2CCN(C(=O)COc3ccc(Cl)cc3)CC2)cc1 returned NCI-H23 97, NCI-H522 99, NCI-H322M 108, NCI/ADR-RES 105, COLO 205 102, NCI-H226 93, IGROV1 112, NCI-H460 101 and KM12 99.
For CCN(CC)CCOC(=O)c1ccc(NC(=O)OCCCCCCCCCCOC(=O)Nc2ccc(C(=O)OCCN(CC)CC)cc2)cc1 the results were NCI-H23 81, NCI-H522 118, NCI-H322M 97, NCI/ADR-RES 86, COLO 205 108, NCI-H226 106, IGROV1 112, NCI-H460 103 and KM12 100.
For COC1OC(CO)C(OC)C(O)C1NC(O)COCCOC(O)CNC(=S)N=Nc1c(O)[nH]c2ccc(F)cc12 (stereo not drawn) the results were NCI-H522 102, NCI-H322M 98, NCI/ADR-RES 105, COLO 205 95, NCI-H226 103, IGROV1 99, NCI-H460 102 and KM12 102.
Screening Cc1nc2ccc(Br)cn2c1-c1nnc(SCc2c(F)c(F)c(F)c(F)c2F)o1 returned NCI-H23 89, NCI-H522 83, NCI-H322M 95, NCI/ADR-RES 93, COLO 205 109, NCI-H226 95, IGROV1 86, NCI-H460 105 and KM12 100.
